CDK5 p35 inh = CDK5/p35 (human) kinase inhibition; Recombinant CDK5/p35, ADP-Glo luminescence, 60 min; Q00535+Q15078; inhibition, % at 10 µM; 330,000 compounds, 0.01% hits;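 active = highest replicate inhibition of at least 50% and at least 75% of replicates reaching 50%; inconclusive = only one of the two criteria met; inactive = both criteria failed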;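 also: plate controls were DMSO neutral control for no effect and GW8510 at 10 µM for full effect; many of its hits are not listed in these tables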
Target sequence (Q00535 whole entry, looked up): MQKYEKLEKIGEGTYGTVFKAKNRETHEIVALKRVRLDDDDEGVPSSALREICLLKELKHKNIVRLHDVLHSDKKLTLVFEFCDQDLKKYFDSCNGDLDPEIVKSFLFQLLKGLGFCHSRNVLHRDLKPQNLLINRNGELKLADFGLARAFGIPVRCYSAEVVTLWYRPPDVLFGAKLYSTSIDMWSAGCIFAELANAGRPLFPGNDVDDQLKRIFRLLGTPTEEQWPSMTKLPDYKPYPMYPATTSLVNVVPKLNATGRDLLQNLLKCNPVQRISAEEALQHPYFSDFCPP
Target sequence (Q15078 whole entry, looked up): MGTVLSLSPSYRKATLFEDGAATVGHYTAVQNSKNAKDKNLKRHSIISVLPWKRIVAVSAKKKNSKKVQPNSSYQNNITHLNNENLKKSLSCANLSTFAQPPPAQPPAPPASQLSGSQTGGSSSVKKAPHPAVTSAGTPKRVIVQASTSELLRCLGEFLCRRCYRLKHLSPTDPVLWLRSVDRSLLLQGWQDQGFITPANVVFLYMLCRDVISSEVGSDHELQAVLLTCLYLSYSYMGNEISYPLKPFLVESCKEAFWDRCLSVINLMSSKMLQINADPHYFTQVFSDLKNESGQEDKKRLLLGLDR
CAL PDZ FP-1 = inhibitors of human CAL PDZ peptide binding; purified CAL PDZ, TMR-peptide fluorescence polarization, 1 h; inhibition, % at 24.9 µM; 300,000 compounds, 0.92% hits; AID 602252;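 active = mean inhibition of at least 30% with at least half of replicates also reaching 30%; inconclusive = no clear call, values can overlap the other calls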;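 also: 0% = DMSO neutral control and 100% = excess unlabeled competitor peptide PRC23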
MITF TRPM1 HTS = increases MITF-driven TRPM1 promoter luciferase signal | activation, % at 12.5 µM | SK-MEL-5 TRPM1-promoter luciferase, 24 h; % of positive control, neutral wells = 0 | AID 588334 | 300,000 compounds, 0.75% hits;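 active = mean activation of at least 80% with every replicate also reaching 80%; inconclusive = mean reaches 80% but some replicate falls short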;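 also: 0% = neutral control wells and 100% = parthenolide positive control wells; values of inactives mirror those of a sister screen read the other way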
CAL PDZ FP-2 = inhibitors of human CAL PDZ peptide binding; inhibition, % at 20 µM; 330,000 compounds, 0.02% hits; AID 504414; purified CAL PDZ, TMR-peptide fluorescence polarization, 1 h; Q9HD26;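 active = highest replicate inhibition of at least 40%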;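 also: plate controls were DMSO neutral control wells for no effect and unlabeled competitor peptide control wells for full effect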
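material = purified tagged CAL PDZ domain construct (CerCALP) | buffer or medium = sodium phosphate/NaCl buffer pH 7.4 with TCEP, IgG, Thesit | reagent = TMR-labelled reporter peptide T*-PRC34 bound in PDZ groove | incubation = 1 h room-temperature incubation prior to read | measured by = fluorescence polarization (mP) | evaluation = percent inhibition from loss of millipolarization | control set = unlabelled peptide and DMSO controls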
Rtt109 Vps75 = inhibitors of Candida albicans Rtt109/Vps75 histone acetyltransferase | Q5AAJ8 | purified Rtt109/Vps75, ThioGlo CoA-SH fluorescence, 4 h | inhibition, % at 34.9 µM | 330,000 compounds, 0.16% hits | AID 540336;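 active = inhibition of at least 50% in every replicate; inconclusive = best replicate reaches 50% inhibition but some replicates fall short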
Target sequence (Q5AAJ8 whole entry, looked up): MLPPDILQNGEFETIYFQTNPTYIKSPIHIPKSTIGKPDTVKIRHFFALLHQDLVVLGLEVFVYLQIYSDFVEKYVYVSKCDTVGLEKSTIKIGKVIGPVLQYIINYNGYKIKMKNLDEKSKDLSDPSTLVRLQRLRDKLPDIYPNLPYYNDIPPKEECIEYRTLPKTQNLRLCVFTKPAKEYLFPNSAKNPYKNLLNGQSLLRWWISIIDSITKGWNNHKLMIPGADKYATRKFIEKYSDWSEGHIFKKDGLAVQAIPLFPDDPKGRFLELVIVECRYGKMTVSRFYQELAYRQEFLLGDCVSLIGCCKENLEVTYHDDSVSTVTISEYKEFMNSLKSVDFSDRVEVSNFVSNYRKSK
Tat export inh = inhibitors of E. coli Tat protein transport; E. coli MC4100 TorA-mCherry Tat export, fluorescence; 340,000 compounds, 0.036% hits; inhibition, % at 10 µM;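 active = mean replicate inhibition at least 50% and at least half of replicates individually reaching 50%; inconclusive = only one of the two criteria met; inactive = neither criterion met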;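 also: exported cargo escapes ClpAP degradation while cytoplasmic cargo is degraded and loses fluorescence; 0% = median of neutral control wells and 100% = median of NaSCN control wells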
dFosB activator = enhances mouse delta FosB homodimer DNA binding. P13346. purified delta FosB, TAMRA-CDK5 oligo fluorescence polarization; percent of positive-control signal above neutral wells. activation, % at 25 µM. 340,000 compounds, 0.99% hits;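 active = mean activation above about 17%, with every replicate also reaching it, limit read from the data, passing the limit was not always enough; inconclusive = only one of the two conditions met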;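 also: fluorescence polarization rise as delta FosB binds a TAMRA Cdk5 AP-1 oligo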
cardiac RTF act = increases calcium sensitivity of human cardiac regulated thin filaments | 340,000 compounds, 0.24% hits | IANBD-labeled TnC RTF fluorescence at EC20 calcium; 0% EC20 calcium, 100% full calcium | activation, % at 7.2 µM;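 active = activation above the mean over all tested compounds plus 3 SD, cut at about 30% in these data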;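 also: rise in fluorescence read as greater calcium sensitivity of cardiac thin filaments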
V-ATPase pHluor = regulators of yeast V-ATPase proton transport; S. cerevisiae, pHLuorin cytosolic pH fluorescence; response, % at 10 µM; AID 504577; 350,000 compounds, 0.37% hits; in the data active = response mostly above about 7.3%, no sharp cut-off; inactive = mostly below about 5.4%; also: actives read high; inactives centre near 0; some compounds called inactive have numbers as strong as hits
Wnt bcat act = activators of Wnt/beta-catenin signaling. Wnt/beta-catenin reporter cell assay, activator, plate reader. activation, % at 9.35 µM. 300,000 compounds, 1.2% hits. AID 743398; in the data active = activation above about 30%, passing the limit was not always enough; inconclusive = no clear call, values can overlap the other calls;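 also: 0% = neutral control wells and 100% = positive control wells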
* hit, by the source's call; ? = inconclusive; . = not tested or not shown.

SMILES	CDK5 p35 inh	CAL PDZ FP-1	MITF TRPM1 HTS	CAL PDZ FP-2	Rtt109 Vps75	Tat export inh	dFosB activator	cardiac RTF act	V-ATPase pHluor	Wnt bcat act
O=C(Nc1nnc(C2CC2)s1)C1COc2ccccc2O1 (configuration not stated)	1.5	-9	33	12	7	-3	-10	4	-4	11
O=[N+]([O-])c1cc(-c2cccnc2)n[nH]1	0.9	-4	7	0.5	-5	-3	1	2	-1	-3
CC(C)(C)Cc1nnc(NC(=O)CN2C(=O)c3ccccc3C2=O)s1	0.1	-4	-15	0.6	-7	-7	0	2	-4	-1
OCCN(Cc1ccccc1)CC(O)COc1ccc2c(c1)OCO2 (configuration not stated)	0.4	-3	0	0.6	-9	-5	-7	0	-3	0
O=C1C2CCCN2C(c2ccccc2)N1c1ccc(F)cc1 (configuration not stated)	0.8	.	.	-0.1	2	-2	-6	7	3	-4
Nc1nc(-c2ccc3c(c2)CCC(=O)N3)cs1	-0.4	-3	17	1.1	0	-6	-5	3	-1	4
Cc1cccc(NC(=O)c2cc(NC(=O)C3CC=CCC3C(=O)O)ccc2N2CCOCC2)c1 (configuration not stated)	0.3	-4	-4	-0.4	-4	-9	-9	-2	-1	-4
Cc1ccc(NC(=O)CSc2n[nH]c(=O)n2C2CC2)cc1S(=O)(=O)N1CCOCC1	0.6	-3	-1	-0.6	1	-4	-8	2	-5	0
NS(=O)(=O)c1ccc(NN=C2CCN(Cc3ccccc3)CC2)c([N+](=O)[O-])c1	0.4	-8	10	-2.3	12	-7	-1	-2	16*	0
c1ccc(Nc2ccnc(Nc3ccccc3)n2)cc1	4.5	.	65	-0.7	7	-8	-5	-1	6	71*
O=C(NCCC1=CCCCC1)c1ccc(F)c(S(=O)(=O)N2CCOCC2)c1	0.6	-2	7	-0.2	3	-4	-3	5	-2	.
O=P1(c2ccccc2)C=Cn2c1cc1c2CCCC1 (configuration not stated)	-0.3	-2	-4	-1.7	-3	3	-1	2	-1	0
O=c1oc2ccccc2c2c1ncn2-c1ccccc1	1.6	-3	9	-1.6	-7	-1	-10	-11	-3	.
CC12CC3(C)CC(C)(C1)CC(C(=O)NCc1cccnc1)(C2)C3	-1.4	-4	.	-4.2	-2	-11	-17	-5	-4	1
CN(C)CCCN(C(=O)c1ccc2ccccc2c1)c1nc2cc3c(cc2s1)OCO3	0.0	-8	23	-3.0	15	-3	6	-3	0	-1
CCOC(=O)c1nc(-c2ccccc2)oc1N1CCOCC1	-0.3	-5	4	-0.4	-7	4	-1	4	2	1
CC1CN(C2CCN(S(=O)(=O)c3ccccc3)CC2)CC(C)O1 (configuration not stated)	-2.3	-2	.	-0.6	-6	2	0	0	9	.
Cc1ccc2c(cnn2C(=O)CCC(=O)N2CCCCC2)c1	2.2	.	4	-1.2	5	-4	-4	0	-3	-4
CC(C)(C)C1CCc2onc(C(=O)NCc3ccc(F)cc3)c2C1 (configuration not stated)	0.8	.	1	-2.1	-8	-2	-19	0	-3	.
O=C(O)CNc1nc(-c2ccccc2)c2cc([N+](=O)[O-])ccc2n1	-0.7	-5	4	-1.6	1	-3	0	-1	-5	.
O=S(=O)(NCCc1ccc(Cl)cc1)c1cccc2cccnc12	1.6	-2	-4	.	2	3	2	3	-3	-3
C[C@H]1CN([C@@H](C)CO)C(=O)c2cccc(NC(=O)Nc3ccc(F)cc3)c2O[C@@H]1CN(C)Cc1ccc(C(=O)O)cc1	0.1	1	-3	0.2	-1	2	2	-3	-2	-1
COc1cc2c(cc1N/C=C(\C#N)c1nc(-c3ccccc3)cs1)oc1ccccc12	1.8	1	22	-1.4	0	0	-6	0	5	1
COCCCNC(=O)c1cc(Nc2ccc(OC)cc2OC)nc2ccccc12	-0.1	3	-6	1.8	-1	-10	-4	2	2	5
CCCC(=O)Nc1ccc(C(=O)Nc2nnc(COCC)s2)cc1	-8.0	-5	-4	-0.5	-1	-2	-6	-7	1	-6
C=CCn1c(SCC(=O)NC2CCS(=O)(=O)C2)nnc1-c1cc2c(s1)CCC(CC)C2 (configuration not stated)	-0.6	1	11	-1.4	25	1	2	-1	0	23
CCOc1cccc(C(=O)Nc2ccncc2)c1	2.0	-2	-7	-0.9	-5	5	-15	12	5	-2
O=C(c1cccc(C(F)(F)F)c1)N1CCC(=O)N(C(CO)Cc2ccccc2)CC1 (configuration not stated)	-0.1	-2	4	2.3	1	-4	-2	-7	-3	-2
CO/N=C(\C)c1ncc(C(F)(F)F)cc1N1CCOCC1	-1.6	-4	9	-3.2	-2	-9	-2	4	-3	.
CN(CC1CCOCC1)C(=O)CC1C(=O)NCCN1Cc1ccc(Cl)c(F)c1 (configuration not stated)	-0.6	-1	10	-0.9	10	0	-12	5	-2	-1
COc1ccc(C2CC(=O)Oc3cc(OC)ccc32)cc1 (configuration not stated)	0.3	-5	-1	-0.3	-3	-3	-4	-2	0	-2
Cc1c(NC(=O)COC(=O)c2ccc(Br)o2)c(=O)n(-c2ccccc2)n1C	0.8	1	-6	-0.5	1	-10	-6	5	3	-1
Cc1cccc(NC(=O)c2cccc(C(=O)Nc3cccc(C)n3)c2)n1	-2.4	-5	-6	-0.1	0	2	-1	3	7	1
O=C(c1cc(S(=O)(=O)N2CCCC2)c(Cl)cc1Cl)N1CCCC1	-0.3	1	0	-1.5	-1	4	2	-7	-6	-1
O=C(c1ccc(CS(=O)c2ccccc2Cl)o1)N1CCN(c2ccccc2)CC1 (configuration not stated)	-2.7	2	3	-2.0	-5	14	0	-8	-9	-15
Cc1ccc(Sc2ncccc2[N+](=O)[O-])cc1	0.1	-1	-1	.	-1	-5	6	2	1	2
Cc1cc(Cl)ccc1NC(=O)CN1CCCC1	1.8	6	.	-0.7	3	?	8	-4	2	-1
O=C(CCSc1ccccc1)NCCSc1ccccn1	0.4	-4	-5	0.9	-2	-3	-3	-2	-4	.
COc1ccccc1OCC(=O)Nc1ccc(S(=O)(=O)N2CCCC2)cc1	-1.0	-1	0	-2.4	1	1	-2	-4	3	-2
O=C(O)c1cccc(S(=O)(=O)NCC2COc3ccccc3O2)c1 (configuration not stated)	-0.9	-2	-9	-0.3	1	-5	-9	-4	-1	-5
O=C1C(Cl)=C(NCC2CCCO2)C(=O)N1Cc1ccccc1 (configuration not stated)	-4.9	.	-8	-0.8	-6	-8	-7	5	-5	.
OCCN1CCN(CC(O)COc2ccc(-c3ccccc3)cc2)CC1 (configuration not stated)	-0.4	-1	70	-0.6	1	0	7	-2	0	14
CCN(CC)S(=O)(=O)c1ccc(OC(C)C)c(N)c1	1.3	-5	11	-2.3	2	-2	-9	-5	-1	-1
O=C(N=C1SC2CS(=O)(=O)CC2N1c1ccc(OC(F)(F)F)cc1)C1CC1 (configuration not stated)	-3.7	-4	-10	0.5	-4	1	-10	1	-3	5
CCCCCCCC(=O)NC(Nc1ccccc1OC)C(Cl)(Cl)Cl (configuration not stated)	-0.9	-2	8	-2.1	.	-1	-8	-1	-2	-6
CCOC(=O)C(NC(C)=O)(NS(=O)(=O)c1ccccc1)C(F)(F)F (configuration not stated)	-1.6	-2	-9	0.2	7	-3	-3	-5	1	-3
CCOc1ccc(CCNC(=O)COC(=O)c2c(C)nn(-c3ccccc3)c2C)cc1OCC	0.3	-2	-1	-1.1	-26	6	-14	-6	-4	-1
CCCCCCNC(=O)c1ccc(Br)o1	0.3	-5	15	-0.7	-2	0	-1	2	0	1
Cc1ccc(C2C(C#N)=C(N)N(c3cccnc3)C3=C2C(=O)CCC3)s1 (configuration not stated)	-11	0	0	3.6	-1	6	-2	-4	-5	.
O=C(Cc1ccccc1)NCC(=O)OCC(=O)c1cccc([N+](=O)[O-])c1	0.8	0	-8	-1.9	17	8	-4	-4	-1	-1
CCOc1cccc(C(=O)NC2CCCCC2)c1	-0.6	2	54	0.5	11	9	3	1	0	-1
CCOc1ccc2c(CC)cc(=O)oc2c1OCC	0.1	5	14	-0.8	-1	-8	-8	1	-3	-4
CN1CCN(C(=O)C2=C[C@@H](c3ccc(C(F)(F)F)cc3)C[C@@H](OCc3ccc(CO)cc3)O2)CC1	-0.4	-2	7	-0.5	6	-5	-15	-4	4	3
CC(=O)NCCc1nc2ccccc2n1Cc1ccccc1	-0.4	.	1	-0.8	7	-5	-5	9	2	-1
Nc1nc2c3ccccc3nc(Cc3ccccc3)n2n1	1.2	-1	2	-1.7	0	19	-2	1	-2	-1
COc1ccc(C(=O)Nc2ccccc2C(=O)N2CCCCC2C)cc1 (configuration not stated)	-2.8	-2	6	-1.6	.	-3	-4	-1	.	-2
COc1cc(/C=C2/SC(=S)N(c3c(C)n(C)n(-c4ccccc4)c3=O)C2=O)ccc1O	2.1	-5	8	-0.9	4	-1	?	5	2	-1
CCN1CCN(C(=S)NC(CC(=O)c2ccccc2)c2ccccc2)CC1 (configuration not stated)	0.1	12	-3	-1.4	-1	6	-5	3	-4	12
Cc1nn(-c2ccccc2)c(C)c1/C=N/NC(=O)c1ccccc1NS(=O)(=O)c1cccs1	-1.4	2	5	-1.9	7	4	8	-1	0	1
Cc1cccc(NS(=O)(=O)c2ccc(C3CCCCC3)cc2)n1	-1.5	-1	-4	-1.4	3	-8	-11	11	1	.
Continued:
SMILES	CDK5 p35 inh	CAL PDZ FP-1	MITF TRPM1 HTS	CAL PDZ FP-2	Rtt109 Vps75	Tat export inh	dFosB activator	cardiac RTF act	V-ATPase pHluor	Wnt bcat act
COc1ccc(CN(C)C(=O)c2sccc2-c2ccccc2)c(OC)c1	2.0	-4	1	-1.0	-5	4	-1	-6	2	-1
CCOCCCNC(=O)c1cc2c(-c3ccc(Cl)cc3)nn(C)c2s1	0.2	-4	-12	-5.0	2	-3	-43	0	2	-4
COc1ccc(CN2C(=O)N(c3ccc(OC)cc3)C(=O)C2CC(=O)Nc2ccccc2)cc1 (configuration not stated)	-0.3	.	.	-0.8	-2	-1	0	-6	-1	8
O=C(O)c1cccc(S(=O)(=O)Nc2ccc(S(=O)(=O)N3CCOCC3)cc2)c1	0.7	-8	-1	14	-1	-2	6	8	-3	-3
O=C(CN1C(=O)NC(Cc2c[nH]c3ccccc23)C1=O)Nc1cccc(S(=O)(=O)N2CCCC2)c1 (configuration not stated)	0.3	4	-12	0.2	-2	6	2	-2	-2	0

Some of the entries so far, with the structure last:
CDK5 p35 inh | CAL PDZ FP-1 | MITF TRPM1 HTS | CAL PDZ FP-2 | Rtt109 Vps75 | Tat export inh | dFosB activator | cardiac RTF act | V-ATPase pHluor | Wnt bcat act | structure
-0.3 | . | . | -0.8 | -2 | -1 | 0 | -6 | -1 | 8 | COc1ccc(CN2C(=O)N(c3ccc(OC)cc3)C(=O)C2CC(=O)Nc2ccccc2)cc1 (configuration not stated)
2.0 | -4 | 1 | -1.0 | -5 | 4 | -1 | -6 | 2 | -1 | COc1ccc(CN(C)C(=O)c2sccc2-c2ccccc2)c(OC)c1

Source: PubChem (several laboratories)
